Compound activity as filed in PubChem BioAssay.
IDE act – activators of human insulin-degrading enzyme in cells. P14735. HEK cells, FAbeta-B cleavage, fluorescence polarization; 0% vehicle, 100% cell-free pure enzyme wells. activation, % at 5.96 µM. hit rate 0.073% among 340,000;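 active = activation above the mean of all tested compounds plus 3 SD, set per screening campaign, cut at about 17% in these data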
CRFR2-BP antag – antagonists of CRF-binding protein/CRF-R2 receptor complex | hit rate 0.59% among 350,000 | AID 588475 | HEK293 CRF-R2/CRF-BP, CRF-induced calcium fluorescence | inhibition, % at 11.8 µM;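 active = inhibition of the ligand-induced calcium signal above about 50% at the single tested concentration, limit read from the data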
GalR3 antag – blocks the human galanin receptor 3 | O60755 | HEK293 GalR3-CNG cAMP membrane potential fluorescence; galR3 body fused to GalR1 C-terminus | inhibition, % at 3 µM | hit rate 0.44% among 360,000 | AID 651719;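 active = inhibition above the screen-wide average plus 3 SD, cut at about 13% in these data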;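 note: forskolin and galanin both at EC90 stimulate the cells; cAMP rise reported by CNG channel membrane potential dye signal; 0% = forskolin plus galanin with DMSO and 100% = forskolin alone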
Target sequence (O60755 1-299 limits assumed): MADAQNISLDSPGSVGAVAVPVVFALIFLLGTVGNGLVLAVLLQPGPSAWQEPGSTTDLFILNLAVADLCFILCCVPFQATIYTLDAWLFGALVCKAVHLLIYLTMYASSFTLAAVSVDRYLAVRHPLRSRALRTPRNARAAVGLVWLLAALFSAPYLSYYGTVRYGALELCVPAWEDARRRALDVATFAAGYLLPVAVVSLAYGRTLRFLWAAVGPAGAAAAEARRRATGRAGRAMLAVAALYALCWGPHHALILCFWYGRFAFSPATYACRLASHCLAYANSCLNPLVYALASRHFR
Numbers without * were called inactive.

smiles	CRFR2-BP antag	GalR3 antag	IDE act
O=C1OCCN1C(=O)[C@H]1[C@H](c2ccc([N+](=O)[O-])cc2)C(c2ccccc2)=NN1c1ccc(Br)cc1	-4	4	5
CC(=O)CC(=O)NC1CCc2ccccc21 (configuration not stated)	-13	-1	6
COCCn1c(SCC(=O)NCC(c2ccccc2)N(C)C)nc2sc3c(c2c1=O)CCC3 (configuration not stated)	8	-4	-4
Cn1c(=O)[nH]c(=O)c2c1nc(N1CCN(C(=O)c3ccco3)CC1)n2CCCSc1ncccn1	0	-2	0
O=C1C[C@@H]2c3c(cccc3CN1Cc1ccc(Cl)cc1)C[C@@H](O)[C@H]2O	4	-2	0
C#CCNCCS(=O)(=O)N(Cc1ccc(Br)cc1)[C@@H](C)C(=O)O	-5	-7	1
CC(=O)c1ccc(-c2[nH]c3ccccc3c2CCN2C(=O)c3ccccc3C2=O)cc1	-7	-5	2
CCN(CC)c1ccc(/C=C2\CCC(/C=C(/C#N)C(=O)Nc3ccccc3F)=C2N2CCOCC2)cc1	10	-2	6
O=C1[C@@H](Oc2ccccc2)[C@@H](c2cccnc2)N1c1ccccc1	-4	-6	-2
COc1ccc(CNC(=O)C[C@H]2C[C@H](C(=O)N3CCOCC3)[C@@]3(CCC4CCCC4)c4[nH]c5cc(CCC(=O)N(C)C)ccc5c4CCN3C2=O)cc1OC	5	-4	5
C[C@@H](c1ccccc1)N1C[C@H]2CCCN2c2cc(Br)ccc2S1(=O)=O	0	-9	4
CC(C)[C@H](N)C(=O)NC[C@H]1O[C@@H](n2cnc3c(N)ncnc32)[C@H](O)[C@@H]1O	-5	6	3
O=C(Cn1cc(COc2ccc(C(=O)c3ccccc3)cc2)nn1)c1ccc(O)cc1	-21	-8	5
Cc1cc(C=O)c(C)c2c1[nH]c1ccccc12	16	-7	-3
CCOC(=O)NC1=NCC(C)(C)S1	15	-6	5
Cc1c(Cc2ccccc2)c(=O)[nH]c(=O)n1C	-10	-4	-1
Clc1ccc(CNc2ncnc3[nH]ncc23)c(Cl)c1	-17	3	9
CN1C[C@@H]2[C@@H]3C(=O)N(Cc4ccccc4)C(=O)[C@@H]3[C@](Cc3ccccc3)(C1=O)N2C(=O)c1ccc(Br)cc1	-5	-6	2
O=C1NC[C@H](Cc2ccccc2)N(C[C@H]2CCCN2C[C@H](Cc2ccccc2)N2C[C@H](Cc3ccccc3)N(CC3CCCCCC3)C(=O)C2=O)C1=O	-12	-8	2
COc1ccc(C(CNC(=O)c2ccc(S(=O)(=O)Nc3ccccc3OC)cc2)N2CCCC2)cc1 (configuration not stated)	-7	-10	-1
Cc1ccnc(NC(c2ccccc2)c2ccc3cccnc3c2O)c1 (configuration not stated)	-11	-1	-1
O=C(NN=Cc1ccccc1)c1ccccc1	-11	-1	3
CN(CCc1ccccc1)C(=O)c1cccc(NC(=O)Cc2cccc(NC(=O)C3CCCN(C(=O)c4ccccc4)C3)c2)c1 (configuration not stated)	-10	-7	-5
O=C(CCSCCC(=O)NN=Cc1ccccc1)NN=Cc1ccccc1	-6	-4	-2
COc1ccc(C(=O)C=Cc2cccs2)c(O)c1	2	-2	2
COc1ccc2c(c1)c(=Cc1ccc(N(C)C)cc1)c1cc(-c3ccccc3)[n+](C)n12	9	-5	-19
CC(=O)Nc1ccc(NC(=O)COC(=O)CCNS(=O)(=O)c2c(Cl)cccc2Cl)cc1	-8	-4	-4
Cc1c(NS(=O)(=O)c2cccc(C(=O)OCC(=O)c3ccc(Cl)cc3)c2)c(=O)n(-c2ccccc2)n1C	4	-7	1
CN(CC(=O)NCCc1ccc(S(N)(=O)=O)cc1)CC(=O)Nc1cccc(F)c1	-7	-1	0
CCOC(=O)C1=CN(Cc2ccco2)S(=O)(=O)NC1c1cccc(OC)c1 (configuration not stated)	-8	-5	1
CC(C)C[C@@H](CNCC(=O)[C@H](C)NC(=O)c1[nH]cnc1C(=O)N[C@@H](C)CN)NC(=O)c1nc[nH]c1C(=O)N[C@@H](CC(=O)O)C(=O)O	-7	-5	1
CC(C)CN1CC(C)C(=O)N(c2ccccc2)C1=S (configuration not stated)	11	-5	0
Cc1nc2ccccc2c2c(N)cccc12	4	1	-1
COc1ccccc1CNC(=O)c1cccc(S(=O)(=O)N2CCCC2)c1	15	-4	0
COC(=O)[C@H](CO)N1C(=O)[C@@H]2[C@H](C1=O)C1C=C[C@H]2C1	23	-5	3
N#Cc1c2c(c(Nc3ccc(F)cc3)n3c1nc1ccccc13)CCCC2	-20	-7	-5
S=C(Cc1ccccc1)N1CCOCC1	20	-4	6
COc1cccc(CN(C)C(=O)c2ccc(NC(=O)CC3SC(N4CCCCC4)=NC3=O)cc2)c1OC (configuration not stated)	13	-4	5
Cc1ccc(NC(=O)CN(C)C(=O)c2ccc(OCc3c(C)noc3C)cc2)cc1	7	1	5
COc1ccc(C(=O)OCCN2C(=O)c3ccccc3C2=O)cc1OC	-1	-5	-3
COc1ccc(-c2cc([N+](=O)[O-])ccc2OCC(=O)N(C)CC(=O)Nc2ccc(C)cc2)cc1	-7	-3	2
CSCCC(NC(=O)c1cccc(S(=O)(=O)N2CCN(C(C)=O)CC2)c1)c1nc2ccccc2[nH]1 (configuration not stated)	-1	-3	1
CNC(=O)c1cn2c3c(ccc(Cl)c3c1=O)OC(C)C2 (configuration not stated)	7	-8	0
O=[N+]([O-])c1ccccc1C=NNC(=S)NN=Cc1ccccc1[N+](=O)[O-]	57*	-7	-2
COc1cc(/C=C(\C(=O)O)c2ccc(S(=O)(=O)N3CCCC3)s2)cc(OC)c1	-1	-4	-3
Cc1ccc(C2CC(=O)Oc3cc(C)cc(C)c32)cc1 (configuration not stated)	7	-4	4
CC(C)(C)NC(=O)C[C@H]1C[C@H](C(=O)N2CCCCC2)[C@@]2(CCc3ccccc3)c3[nH]c4ccc(Cl)cc4c3CCN2C1=O	-9	2	2
Cc1cccc(Oc2ccccc2NC(=O)CSCC(=O)Nc2cc(C)on2)c1	-4	-3	-3
COC(=O)C1C(OC)=CC(=O)C2CCCCC21 (configuration not stated)	-2	-4	-2
COc1cccc(NC(=O)CN(C)C(=O)C2=COCCO2)c1	-5	-2	2

Record cards (already shown). Order of screens: CRFR2-BP antag, GalR3 antag, IDE act
COC(=O)[C@H](CO)N1C(=O)[C@@H]2[C@H](C1=O)C1C=C[C@H]2C1 across the screens: 23, -5, 3
Cc1nc2ccccc2c2c(N)cccc12 across the screens: 4, 1, -1

Some of the entries above, reformatted:
Each structure is followed by: CRFR2-BP antag	GalR3 antag	IDE act
Cc1ccc(NC(=O)CN(C)C(=O)c2ccc(OCc3c(C)noc3C)cc2)cc1
  7	1	5
COc1ccc(C(=O)OCCN2C(=O)c3ccccc3C2=O)cc1OC
  -1	-5	-3
COc1ccc(-c2cc([N+](=O)[O-])ccc2OCC(=O)N(C)CC(=O)Nc2ccc(C)cc2)cc1
  -7	-3	2
CSCCC(NC(=O)c1cccc(S(=O)(=O)N2CCN(C(C)=O)CC2)c1)c1nc2ccccc2[nH]1 (configuration not stated)
  -1	-3	1
CNC(=O)c1cn2c3c(ccc(Cl)c3c1=O)OC(C)C2 (configuration not stated)
  7	-8	0
O=[N+]([O-])c1ccccc1C=NNC(=S)NN=Cc1ccccc1[N+](=O)[O-]
  57*	-7	-2
COc1cc(/C=C(\C(=O)O)c2ccc(S(=O)(=O)N3CCCC3)s2)cc(OC)c1
  -1	-4	-3
Cc1ccc(C2CC(=O)Oc3cc(C)cc(C)c32)cc1 (configuration not stated)
  7	-4	4
CC(C)(C)NC(=O)C[C@H]1C[C@H](C(=O)N2CCCCC2)[C@@]2(CCc3ccccc3)c3[nH]c4ccc(Cl)cc4c3CCN2C1=O
  -9	2	2
Cc1cccc(Oc2ccccc2NC(=O)CSCC(=O)Nc2cc(C)on2)c1
  -4	-3	-3
COC(=O)C1C(OC)=CC(=O)C2CCCCC21 (configuration not stated)
  -2	-4	-2
COc1cccc(NC(=O)CN(C)C(=O)C2=COCCO2)c1
  -5	-2	2

Carrying on.
smiles	CRFR2-BP antag	GalR3 antag	IDE act
Cc1ccc2cc3c(=O)n(C)cc(C=O)c3nc2c1	6	-2	9
CC12CCC3C(=CCc4cc(O)ccc43)C1CC(=NO)C2O (configuration not stated)	-24	0	-2
COc1ccc(-c2cc(=O)c3c(O)c(OC)c(OC)c(OC)c3o2)cc1	-3	-8	2
Cc1ccc(C(=O)NCCCN2CCOCC2)cc1S(=O)(=O)N1CCCCC1	-6	-3	1
CC(C)Cn1nc(C(=O)N2CCc3ccccc32)c2ccccc2c1=O	13	-6	3
Cc1c(NS(=O)(=O)c2cccc(C(=O)NCc3ccco3)c2)c(=O)n(-c2ccccc2)n1C	4	-6	2
CC(=O)Oc1cccc2c1C(=O)C1CC=CC(OC(C)=O)C1C2=O (configuration not stated)	13	-5	-6
CCOc1ccc(S(=O)(=O)NCc2cccs2)cc1C(C)C	-2	-5	4
O=C(C(c1ccccc1)C(O)c1ccccc1)N1CCOCC1 (configuration not stated)	12	5	5
COc1ccc(CC(=O)N[C@@H]2c3cc(OC)c(OC)cc3C[C@H]2OCc2ccccc2)cc1	4	0	4
CCOC(=O)N1CC(C)N(CC(O)CN2CCOCC2)CC1C (configuration not stated)	0	0	-4
O=c1[nH]c2ccc(Br)cc2o1	3	-6	2
CC(=O)c1ccc(CCCc2ccc(C(C)=O)cc2)cc1	28	-4	-2
Cc1ccc(C(=O)N2CCC(C(=O)c3ccc(F)cc3)CC2)cc1	-3	-8	2
O=C(CCCCCCCCC(=O)N1CCCCC1)N1CCCCC1	9	-2	-1
CCc1ccc(NC2=CC(=O)C(=O)c3ccccc32)cc1	0	1	7
COc1ccc(CCNC(=O)COC(=O)CSc2ccc(C(N)=O)cc2[N+](=O)[O-])cc1OC	8	-1	2
COc1ccc(F)cc1CN1CCN(C(=O)c2ccc(S(=O)(=O)N3CCCCCC3)cc2)CC1	2	2	5
O=C(C=Cc1ccccc1)NCCNC(=O)C=Cc1ccccc1	7	-6	-3
O=C(NCCc1ccccc1)c1ccc(NC(=O)C2CCCC2)cc1	-18	-5	4
CCNc1nnc(SCC(=O)NC2CCCCCC2)s1	-19	-2	1
COc1ccc(S(N)(=O)=O)cc1C(=O)OCC(=O)N1CC(=O)Nc2ccccc21	-9	-1	3
Oc1c(Br)cc(CNC2CCCCC2)cc1Br	12	-6	5
Cc1ccc(Nc2c(O)nc[nH]c2=O)cc1C	14	-2	0
CN(C)C(=O)CCc1ccc2c3c([nH]c2c1)[C@]1(CCc2ccccc2)[C@@H](C(=O)N2CCCCC2)C[C@H](CC(=O)NCc2cccc(C(F)(F)F)c2)C(=O)N1CC3	20	-2	8
CC[C@]1(C(=O)OC)[C@H]2C(=O)N(Cc3ccccc3)C(=O)[C@H]2[C@H]2CN=C(SCC3CC3)N21	17	3	3
Cn1c(SCc2ccccc2)nccc1=O	15	10	-3
O=C(O)C(Cc1ccccc1[N+](=O)[O-])N1C(=O)c2ccccc2C1=O (configuration not stated)	2	-6	4
COCCN(C(=O)CSc1nc2ccccc2s1)c1c(N)n(Cc2ccccc2)c(=O)[nH]c1=O	7	-5	-1
COc1cccc(-c2nnc(-c3ccc4ccccc4c3)o2)c1	4	-7	3
CCC1(C)CN=C(c2ccccc2)NC1 (configuration not stated)	2	-3	1
O=C(CNC(=O)OCc1ccccc1)NC(Cc1cnc[nH]1)C(=O)O (configuration not stated)	-11	-5	0
CCOC(=O)CCC(NC(=O)c1ccc(Nc2nc3ccccc3nc2C(=O)OCC)cc1)C(=O)OCC (configuration not stated)	24	-6	4
CCN(CC)C(=O)[C@H]1C[C@H](CC(=O)NCCCOC)C(=O)N2CCc3c([nH]c4cc(-c5ccco5)ccc34)[C@]12C	0	-4	1
O=C1CCN(c2ccccc2)N1	10	-4	1
CNC(=O)C1CC(=O)N(c2ccc(OCC(=O)Nc3ccc(F)cc3)cc2)C1 (configuration not stated)	-6	-4	3
CCOc1ccc(NC(=O)N(O)C2(C#N)CCCCC2)cc1	5	-3	1
COc1ccc(CN(C)C(=O)c2cccc(S(=O)(=O)N3CCCc4ccccc43)c2)c(OC)c1OC	-5	-9	-1
COc1cc(C(C)=O)ccc1OCC(=O)Nc1cc(Cl)ccc1-n1cncn1	6	-3	2
C=C(C1=CCN(S(=O)(=O)C(C)(C)C)[C@@H]1CCO)c1ccccc1	-5	-4	1
CCOP1(=O)C=C(Sc2ccc([N+](=O)[O-])cc2[N+](=O)[O-])C(C)(C)O1 (configuration not stated)	1	5	9
Cc1ccc(CNC(=O)c2ccc(F)c(S(=O)(=O)N3CCOCC3)c2)cc1	-3	-3	4

These rows are one share of the data (hit frequency here may not be typical).
